# Source: PubChem BioAssay
# Tb PYK inh – inhibitors of Trypanosoma brucei pyruvate kinase; Q57TT1; AID 624173; hit rate 0.12% among 410,000; TbPYK enzyme, Kinase-Glo Plus ATP luminescence, 45 min; Potency, µM (titrated, usually from 76.8 µM), inactives show at the top dose activity, negative = inhibition, hits mostly inhibitors; note: potency is the fitted concentration of half-maximal effect; nearly all actives have a fitted effect of over 50% in size
#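 Enzyme and substrate buffer are dispensed first and compound is pin-transferred. ADP at 130 uM final then starts the reaction, which runs 45 min at room temperature. Detection reagent is added for 10 min before luminescence is imaged.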
# AmpC detergent – blocks E. coli AmpC beta-lactamase in detergent assay; AID 485294; AmpC hydrolysis of nitrocefin, absorbance 480 nm, 0.01% Triton; hit rate 0.041% among 370,000; Potency, µM (top dose mostly 114 µM), for inactives: top-dose activity change, negative = inhibition, hits mostly inhibitors; P00811;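 note: potency is the fitted concentration of half-maximal effect; 0% = no-compound wells and -100% = no-enzyme wells; nearly all actives have a fitted effect of over 25% in size; some results filed as inactive show a strong effect at the top dose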
# Target sequence (P00811 whole entry, looked up): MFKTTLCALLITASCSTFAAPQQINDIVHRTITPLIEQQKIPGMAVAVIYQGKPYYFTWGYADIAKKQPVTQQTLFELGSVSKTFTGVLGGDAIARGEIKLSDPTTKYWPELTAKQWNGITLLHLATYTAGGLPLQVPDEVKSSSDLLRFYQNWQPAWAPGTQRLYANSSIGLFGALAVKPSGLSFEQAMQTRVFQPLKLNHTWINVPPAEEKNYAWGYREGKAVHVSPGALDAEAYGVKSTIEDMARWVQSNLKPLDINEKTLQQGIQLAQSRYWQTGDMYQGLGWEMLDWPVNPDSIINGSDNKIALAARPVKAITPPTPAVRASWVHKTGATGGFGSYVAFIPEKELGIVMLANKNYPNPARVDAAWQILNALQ
#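 20 mM phosphate pH 7.0 + 0.01% (detergent screen) or 0.0001% Triton X-100; 5.3 nM AmpC reagent; cpd preinc 15 min RT; nitrocefin (800 uM stock) to start; A480 q20 s × 4 min; Activity was normalised to no-enzyme and no-compound control wells.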
# AmpC inh no detg – inhibitors of E. coli AmpC beta-lactamase without detergent; P00811; Potency, µM (top dose mostly 57.1 µM), for the others: top-dose activity change, negative = inhibition, most hits filed as inhibitors; AmpC nitrocefin hydrolysis, absorbance 480 nm, 0.0001% Triton; AID 485341; hit rate 0.52% among 330,000;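 note: potency is the fitted concentration of half-maximal effect; plate controls were no compound for no effect and no enzyme for full effect; nearly all actives have a fitted effect of over 20% in size; some results filed as inactive show a strong effect at the top dose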
#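 20 mM phosphate pH 7.0 + 0.01% (detergent screen) or 0.0001% Triton X-100; 5.3 nM AmpC reagent; cpd preinc 15 min RT; nitrocefin (800 uM stock) to start; A480 q20 s × 4 min; Activity was normalised to no-enzyme and no-compound control wells.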
# Sm TGR inh – S. mansoni TGR enzyme inhibition; purified TGR, DTNB reduction, TNB absorbance 405 nm; hit rate 3% among 360,000; Q962Y6; Potency, µM (series often up to 114 µM), for the others: at the top dose activity change, negative = inhibition, usual class: inhibitors; note: potency is the fitted concentration of half-maximal effect; nearly all actives have a fitted effect of over 60% in size
#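 Kinetic colorimetric format: TGR-catalysed, NADPH-driven DTNB reduction monitored via TNB absorbance. Enzyme dispensed at 20 nM; compound exposure 15 min at room temperature before reaction start.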
# HCMV antiviral – blocks human cytomegalovirus replication; HFF cells, HCMV-luciferase reporter, 72 h; stronger effect = lower value; activity change, negative = inhibition, % at 57.5 µM; hit rate 4.5% among 410,000; AID 1259415; in the data active = activity change below about -60%; inconclusive = no clear call, values can overlap the other calls; inactive = above about -39%
#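 Luciferase read-out from HCMV-luciferase-infected HFFs (MOI 1 PFU/cell) 72 h post infection at 37C; compounds added after 16 h cell attachment; activity normalized between buffer-only basal and Salinomycin (10uM) inhibitor controls.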
# AMA1-RON2 inh – AMA1-RON2 (P. falciparum) interaction inhibition; AlphaScreen AMA1-biotinylated RON2 peptide binding; hit rate 0.2% among 360,000; Potency, µM (highest dose often 58.2 µM), inactives show at the top dose activity change, negative = inhibition, hits mostly inhibitors;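 note: potency is the fitted concentration of half-maximal effect; 0% = vehicle wells and -100% = peptide control; nearly all actives have a fitted effect of over 45% in size; some results filed as inactive show a strong effect at the top dose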
#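 AMA1 (3D7) with his tag at 25 nM final met compounds first, then biotinylated RON2 peptide at 25 nM; detection used donor plus acceptor beads, 10 µg/mL apiece, read by AlphaScreen after 30 min at room temperature.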
# LmPK inhibitor – LmPK (Leishmania mexicana) enzyme inhibition. purified LmPK, Kinase-Glo ATP luminescence, 1 h. Potency, µM (highest dose often 57.5 µM), without a hit: top-dose activity change, negative = inhibition, usual class: inhibitors. hit rate 0.37% among 290,000. Q27686; note: potency is the fitted concentration of half-maximal effect
# Target sequence (Q27686 whole entry, looked up): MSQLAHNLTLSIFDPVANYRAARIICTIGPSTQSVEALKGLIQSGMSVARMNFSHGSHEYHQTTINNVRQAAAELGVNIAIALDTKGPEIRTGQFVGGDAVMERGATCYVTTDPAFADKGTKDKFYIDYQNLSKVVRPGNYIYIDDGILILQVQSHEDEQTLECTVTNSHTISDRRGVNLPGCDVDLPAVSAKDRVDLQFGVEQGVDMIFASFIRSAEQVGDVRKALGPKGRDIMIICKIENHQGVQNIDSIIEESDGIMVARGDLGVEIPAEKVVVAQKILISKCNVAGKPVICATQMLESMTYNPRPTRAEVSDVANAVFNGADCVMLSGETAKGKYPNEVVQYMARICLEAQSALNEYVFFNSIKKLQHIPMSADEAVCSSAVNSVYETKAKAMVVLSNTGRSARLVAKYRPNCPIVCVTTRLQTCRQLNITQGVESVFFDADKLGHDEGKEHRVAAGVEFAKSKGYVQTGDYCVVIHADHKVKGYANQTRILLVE
#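 Kinase-Glo luminescence read after 1 h RT reaction of 0.1 nM LmPK with 0.5 mM PEP and 0.1 mM ADP. Activity scaled between uninhibited and enzyme-free controls.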
# Starred values were filed as active, the others as inactive; ? = inconclusive; . = not tested or not shown; [ ] = remark or other dose. Unless noted, calls come from the whole dose curve; as a rule, active = well fitted curve in the direction sought with a large enough effect; inconclusive = small, poorly fitted or top-dose-only effect, or another doubt; inactive = no such curve, though single readings can be large; an effect the other way counts as inactive or inconclusive. Unless noted, % is set by controls: 0 for no effect and ±100 for the full control effect.
# Results follow in this order: Tb PYK inh | AmpC inh no detg | LmPK inhibitor | AMA1-RON2 inh | Sm TGR inh | HCMV antiviral | AmpC detergent
O=C(NN(c1ccccc1)c1ccccc1)c1ccc([N+](=O)[O-])o1
  -6% | -12% | 2% | -4% | ? | -93* | 1%
Nc1n[nH]c(N)c1N=Nc1cccc(F)c1
  -4% | -23% | -1% | 15% | 4% | 24 | -10%
COc1ccc(C(=O)CCC(=O)Nc2ccccc2C)cc1
  3% | . | . | . | -9% | -3 | -6%
O=C(c1cccs1)N1CCN(c2ccccc2)CC1
  1% | -13% | 0% | 10% | -30% | -34 | 2%
Cc1cc(=O)[nH]c(SCCCOc2ccccc2Cl)n1
  3% | -4% | 4% | -9% | 6% | 24 | -9%
C/C(=N\O)C(=O)NCc1ccccn1
  -7% | -6% | -6% | 0% | 0% | -5 | 2%
CCC(c1nnc(SCC(=O)Nc2c(F)cccc2F)n1Cc1ccccc1)N(C)C (stereo not drawn)
  0% | 204%[activator] | -8% | 24% | -27% | -13 | -2%
CCN(c1ccccc1)S(=O)(=O)c1ccc(Cl)c(NC(=O)CN2CCCCCC2)c1
  -1% | -2% | -11% | -19% | -3% | ? | ?
Cc1ccc(OCCSc2nc3ccccc3n2CC(=O)O)cc1C
  1% | -23% | 1% | 1% | -1% | -9 | -13%
COC(=O)CCc1c(C)nc(N)[nH]c1=O
  -5% | -13% | -2% | -5% | 11% | -8 | 1%
Cc1cccc(C)c1NC(=O)CN1C(=O)S/C(=C\c2cccn2-c2cccc(C(=O)O)c2)C1=O
  9% | -16% | 5% | -21% | 0% | -73* | -10%
COc1ccc(Nc2nc3cc(-c4sccc4C)sc3c(=O)n2C)cc1OC
  -1% | . | . | -8% | . | 2 | .
O=c1[nH]c(=S)c2ncn(-c3ccccc3)c2[nH]1
  -7% | -12% | -1% | 25% | ? | -16 | 5%
C=C1[C@H]2CC[C@H]3[C@]4(C)C[C@H](O[C@@H]5OC(CO)[C@@H](OSOOO)[C@H](OS(=O)(=O)O)[C@H]5OC(=O)CC(C)C)C[C@@H](C(=O)O)[C@H]4CC[C@]3(C2)[C@H]1O (stereo partly drawn)
  -9% | -6% | . | -2% | . | 6 | .
Cc1nn(C)c(C)c1CN(C)C(=O)C1(C)CC1(Br)Br (stereo not drawn)
  0% | 1% | 4% | 13% | -4% | -2 | -7%
O=C(CSCc1ccc(Cl)cc1)Nc1ccc(S(=O)(=O)N2CCCCCC2)cc1
  4% | -21% | -3% | 4% | 2% | 15 | -9%
CC(=O)Nc1ccc(S(=O)(=O)N2CCN(C(=O)N3CCCCCC3)CC2)cc1
  -2% | -7% | 4% | 0% | 3% | -69* | 2%
CC[n+]1c(C)n(-c2ccccc2)c2ccc(C(=O)OC)cc21
  7% | -8% | 2% | 14% | . | -30 | -7%
COc1ccc(NS(=O)(=O)c2ccc(NC(=O)N3CCCC3)cc2)cc1
  1% | . | . | . | ? | 3 | -6%
CC(=O)c1ccc(NC(=O)c2cc(-c3ccc(Cl)c(Cl)c3)on2)cc1
  2% | . | . | . | 9% | 40 | 15%
Cc1cccc(N(Cc2ccccc2)C(=O)c2ccc(C)c(S(=O)(=O)N3CCOCC3)c2)c1
  -3% | 106%[activator] | . | -8% | 4% | ? | 2%
COc1cc(/C=C/CN2CCC(CO)(CC3CCCCO3)CC2)ccc1O (stereo not drawn)
  0% | 39% | -4% | -8% | 13µM* | 50 | 4%
O=C(NCCc1ccc(Cl)cc1)c1c2c(nc3ccccc13)C(=O)N(C1CCCCC1)C2
  3% | . | . | . | -5% | 13 | 12%
Cc1cc(NC(=O)COC(=O)[C@H](C)NC(=O)c2ccccc2)no1
  4% | -13% | -2% | 2% | 1% | -4 | -14%
Cc1cc(F)ccc1NC(=O)CCS(=O)(=O)c1cccc2nsnc12
  5% | . | . | . | ? | 4 | 2%
O=S(=O)(NCC(Nc1ccc(Cl)cc1)c1ccccc1)c1ccc(Cl)cc1 (stereo not drawn)
  -13% | -56% | -3% | -7% | 7% | ? | 0%
CNc1nc(C)c(C(C)=O)cc1C#N
  -8% | -17% | 3% | 12% | 2% | 13 | -4%
O=C(O)CNC(=O)c1ccc(NS(=O)(=O)c2ccc3ccccc3c2)cc1
  -8% | -27% | 8% | -15% | -35% | -19 | -11%
C[C@@H]1CN([C@H](C)CO)C(=O)c2c(c3ccccc3n2C)-c2ccccc2CO[C@H]1CN(C)Cc1cccc(C(=O)O)c1
  12% | . | . | -7% | . | 22 | .
CCCCN(C=O)c1c(CC)nc2c(OCC3CCCCC3)cccn12
  -3% | . | . | 27% | . | 10 | .
CNS(=O)(=O)c1cccc(C(=O)OCC(=O)c2c(N)n(Cc3ccccc3)c(=O)n(C)c2=O)c1
  4% | . | . | -2%[11.6 µM] | . | -39 | .
O=C(COC(=O)/C=C/c1ccc(F)cc1)NCc1ccc2c(c1)OCO2
  -12% | -8% | . | -4% | . | ? | .
CCCCN1C(=O)C(CC(=O)NCCN2CCOCC2)CC(C(=O)N(CC)CC)=C1C (stereo not drawn)
  1% | . | . | -1% | . | -1 | .
O=C(Nc1ccc(Cl)c(Cl)c1)c1csc(-c2ccccc2)n1
  5% | -19% | -1% | 5% | -8% | 47 | -12%
Cc1cc(=O)[nH]c(SCC(=O)OCc2ccccc2)c1C#N
  -7% | -27% | -1% | -3% | -6% | -12 | -5%
Cc1ccccc1S(=O)(=O)N(C)C[C@H]1OCc2cn(nn2)CCCC(=O)N([C@H](C)CO)C[C@@H]1C
  8% | . | . | 4% | . | -1 | .
CCCCOc1ccc(/C=N/NC(=S)Nc2cccc(C)c2C)cc1
  6% | -37% | 0% | 42%[activator] | -14% | 6 | -3%
COc1ccccc1-c1cc(C(F)(F)F)nc(NCc2cccs2)n1
  -4% | -35% | -3% | 37%[activator] | 0% | -15 | ?
O=C(c1cccc(C(F)(F)F)c1)N1CCC(O)(CS(=O)(=O)Cc2ccc(Cl)cc2)CC1
  -1% | 84%[activator] | 3% | 0% | 5% | -34 | 1%
CCc1oc(C(=O)O)cc1COC
  -3% | -20% | 9% | -9% | -10% | 54 | ?

# Two of the compounds above, in CSV form:
molecule,Tb PYK inh,AmpC inh no detg,LmPK inhibitor,AMA1-RON2 inh,Sm TGR inh,HCMV antiviral,AmpC detergent
CCCCN1C(=O)C(CC(=O)NCCN2CCOCC2)CC(C(=O)N(CC)CC)=C1C (stereo not drawn),1%,.,.,-1%,.,-1,.
O=C(Nc1ccc(Cl)c(Cl)c1)c1csc(-c2ccccc2)n1,5%,-19%,-1%,5%,-8%,47,-12%

# (next part)
# Results follow in this order: Tb PYK inh | AmpC inh no detg | LmPK inhibitor | AMA1-RON2 inh | Sm TGR inh | HCMV antiviral | AmpC detergent
Cc1cc(C)n(C(=O)c2ccc([N+](=O)[O-])cc2Cl)n1
  -4% | -10% | 6% | -11% | 84%[activator] | 25 | 7%
Cc1cccc(NS(=O)(=O)c2cccc(C(=O)N3CCN(S(=O)(=O)c4ccccc4)CC3)c2)c1
  1% | -2% | . | -13% | 1% | -13 | -1%
CCOc1ccc(C(=O)NCCc2sc3nc(-c4ccc(Cl)cc4)nn3c2C)cc1OCC
  -2% | . | . | . | 5% | -25 | -2%
COc1ccc(CCNC(=O)CSc2nnc(C(C)N(C)C)n2Cc2ccccc2)cc1OC (stereo not drawn)
  -12% | 51% | 3% | 5% | 7% | -10 | 3%
S=c1[nH]nc(-c2ccco2)n1/N=C/c1ccccc1
  ? | -33% | 0% | 84%[activator] | 1% | 20 | 2%
COC(=O)c1c(C)c[nH]c1C
  0% | -11% | -1% | 5% | -4% | 28 | 10%
COc1ccc(C(N)=S)cc1
  -8% | -4% | -13% | 11% | -22% | -38 | 3%
N[C@@H]1CC[C@@]2(O)[C@H]3Cc4ccc(O)c5c4[C@@]2(CCN3CC2CC2)C1O5 (stereo partly drawn)
  -9% | -22% | . | -1% | . | -22 | .
OCc1ccccc1OCCCN1CCC(Cc2ccccc2)CC1
  3% | 1% | -4% | -22% | -35% | 33 | 1%
Cc1ccc(N/N=C/c2cccnc2)cc1
  -14% | -4% | -6% | -12% | ? | 47 | -5%
CCc1ccc(NC(=S)Nc2cc(OC)c(NC(=O)C(C)C)cc2OC)cc1
  0% | 2% | 3% | 26% | 0% | 35 | 3%
COc1cc(NC(=O)NCCc2c(C)nn(C)c2C)cc(OC)c1OC
  -5% | . | . | . | 1% | 9 | -7%
CCOC(=O)Cn1nc(N2CCN(c3ccc(F)cc3)CC2)ccc1=O
  2% | . | . | . | 6% | -8 | 0%
CC1CN(C(=O)N2CCC(C(=O)NC3CCCCCC3)CC2)c2ccccc2O1 (stereo not drawn)
  -1% | . | . | . | -3% | 11 | -3%
CC(C)CN(C(=O)C1CCCC1)C1CCS(=O)(=O)C1 (stereo not drawn)
  0% | 0% | . | -7% | -1% | -16 | ?
CCOC(=O)C1(Cc2ccccc2C)CCCN(C(=O)CCn2nccc2C)C1 (stereo not drawn)
  -9% | -20% | 2% | -5% | 11% | -36 | -3%
CCN(CC)S(=O)(=O)c1cc(NC(=O)C(=O)c2c(-c3ccccc3)cc3ccccn23)ccc1C
  -4% | -32% | -1% | -18% | -14% | -97* | -14%
CN(CC(=O)Nc1cccc(F)c1)CC(=O)Nc1cccc(S(=O)(=O)N2CCCCC2)c1
  -1% | -9% | . | 15% | -5% | -20 | ?
CC(=O)NS(=O)(=O)c1ccc(NC(=S)NC(=O)C2CCC2)cc1
  2% | -16% | -1% | 7% | -10% | 5 | 2%
COc1cccc(NC(=O)Cn2c(=O)n(CC3CCCO3)c(=O)c3ccccc32)c1 (stereo not drawn)
  -5% | -24% | 5% | 6% | -19% | 35 | -12%
CCOc1cc(-c2nnc(NC(=O)c3ccco3)o2)cc(OCC)c1OCC
  -7% | -46% | . | 69%[activator] | 0% | -5 | ?
CC(=O)NN1C(=O)c2ccccc2NC1c1cccnc1 (stereo not drawn)
  -2% | -21% | -4% | 9% | -3% | -27 | ?
CC(C)(C)c1ccc(/C=N/NC(=O)Cc2c[nH]c3ccccc23)cc1
  -6% | -22% | 7% | -2% | -3% | 52 | -7%
Cn1cc2c([N+](=O)[O-])cc([N+](=O)[O-])cc2n1
  . | -19% | 2% | . | -5% | -10 | 0%
COCCNC(=S)N(CCN(C)C)Cc1cc2cc3c(cc2[nH]c1=O)OCO3
  -1% | -14% | 7% | -4% | -24% | 22 | -13%
O=C(c1ccc2c(c1)OCO2)N1CCCc2ccccc21
  1% | -16% | 1% | 11% | -1% | -18 | ?
